ARNT TACC3 PPI – disruptors of human ARNT/TACC3 interaction; Q9Y6A5; AlphaScreen His-ARNT PAS-B/GST-TACC3 binding, luminescence; TACC3 fragment carries E629A point mutation; inhibition, % at 9.99 µM; 0.66% of 390,000 active;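 active means mean inhibition of replicates at least 50% and at least half of replicates each reaching 50%; inconclusive means half or more replicates reach 50% but mean below 50%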;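 further: 0% = complete ARNT plus TACC3 wells and 100% = ARNT alone without TACC3; many hits fall short of the cut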
PAX8 reporter – inhibitors of PAX8 transcriptional activity in RMG-I cells | RMG-I TPO-luciferase reporter, SteadyGlo, 24 h | inhibition, % at 12.6 µM | 1.2% of 360,000 active;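 active means mean replicate inhibition at least 60% with every replicate also reaching 60%; inconclusive means only one of the two criteria is met; inactive means mean below 60% and not all replicates reaching 60%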;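 further: luciferase light reporting Pax8 driven TPO promoter activity; plate controls were median of neutral control wells for no effect and mitoxantrone controls for full effect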
EWS-Fli block – blocks EWS/Fli oncoprotein-driven transcription. AID 651661. A673 NR0B1-luciferase reporter, viability-normalised. inhibition, % at 12.6 µM. 0.67% of 350,000 active;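 active means mean inhibition of at least 50% after viability correction, with every replicate also passing that limit; inconclusive means mean reaches 50% but only one of two replicates passes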;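 further: firefly luciferase signal divided by Alamar Blue viability fluorescence both relative to DMSO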
XiGFP reactiv – reactivates the inactive X chromosome in mouse fibroblasts | XiGFP mouse fibroblasts, % GFP-positive cells imaging, 3 d; cells co-treated with 5-aza-dC sensitizer; scaled so ellipticine positive control = 100% | activation, % at 7.58 µM | 0.055% of 360,000 active | AID 743238;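 active means mean normalized replicate activation at least 10% and every replicate at or above 10%; inconclusive means only one of the two criteria met; inactive means mean below 10% and not all replicates reach 10%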;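 further: 0% = median of on-plate neutral control wells and 100% = ellipticine 6 µM median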
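System: XiGFP fibroblasts, SV40-immortalized. Medium: DMEM plus 5-aza-dC sensitizer. Doses: single point. Timing: 3 d treatment, 15 min room-temperature fixation. Control set: ellipticine 6 µM.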
DENV2 CPE rescue – DENV2-induced cell death inhibition. DENV2-infected cells, cytopathic effect rescue, plate reader. CPE inhibition, % at 9.99 µM. 1.7% of 350,000 active. AID 651640; in the data active means CPE inhibition above about 20%, passing the limit was not always enough; inconclusive means no clear call, values can overlap the other calls; tested in BHK-21 cells;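 further: 0% = median of neutral control wells and 100% = median of positive control wells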
CFTR F508del cor – correctors of CFTR F508del function in bronchial epithelial cells | CFBE cells, YFP halide quenching; stimulated with forskolin plus potentiator P3; % fluorescence drop versus neutral controls | activity (quench increase), % at 7.58 µM | 0.36% of 350,000 active | AID 720511;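 active means mean added fluorescence quench of at least 8% versus neutral control, with both replicates also reaching 8%; inconclusive means only one of the mean or replicate conditions met; inactive means mean below 8% and not both replicates reaching 8%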;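 further: cells transiently co-express mutant CFTR-F508del with the halide-sensitive YFP; corrector assay measuring rescue of mutant channel to the surface after 24 h compound exposure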
INS-1E GSIS act – primary screen for activators of insulin secretion dependent on glucose, INS-1E cells, GLuc reporter luminescence; INS-1E GLuc reporter insulin secretion, 2-3 h; AID 743287; activation, % at 16.6 µM; 0.61% of 370,000 active;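 active means lowest replicate activation of at least 40%, so every replicate reaches that level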;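 further: 0% = median of neutral control wells and 100% = median of IBMX positive control wells; some compounds called inactive have numbers as strong as hits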
ERp5 block – ERp5 (human) disulfide isomerase inhibition; Q15084; ERp5 insulin aggregation, absorbance 650 nm, 90 min; inhibition, % at 9.99 µM; 0.05% of 350,000 active; AID 651711;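 active means mean replicate inhibition above about 25%, with every replicate also reaching it, limit read from the data, passing the limit was not always enough; inconclusive means only one of those two criteria met; inactive means neither criterion met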
Target sequence (Q15084 whole entry, looked up): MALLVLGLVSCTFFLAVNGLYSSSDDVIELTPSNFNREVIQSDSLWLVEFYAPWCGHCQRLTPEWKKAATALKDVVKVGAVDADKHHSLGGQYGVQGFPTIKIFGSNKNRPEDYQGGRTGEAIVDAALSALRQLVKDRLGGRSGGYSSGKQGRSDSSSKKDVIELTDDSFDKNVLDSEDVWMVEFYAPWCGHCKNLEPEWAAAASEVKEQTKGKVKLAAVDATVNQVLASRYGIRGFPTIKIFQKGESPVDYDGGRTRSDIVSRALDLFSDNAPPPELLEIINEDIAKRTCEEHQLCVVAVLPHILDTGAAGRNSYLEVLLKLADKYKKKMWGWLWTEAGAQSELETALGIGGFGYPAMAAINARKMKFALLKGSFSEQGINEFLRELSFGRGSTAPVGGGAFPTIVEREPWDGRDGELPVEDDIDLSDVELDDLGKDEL
* hit, by the source's call; & = joins results of further samples.

Screening COc1ccc(S(=O)(=O)/N=C2/NC(=O)/C(=C\c3ccco3)S2)cc1 returned ARNT TACC3 PPI 5, PAX8 reporter 3, XiGFP reactiv 0.0 and INS-1E GSIS act -3.
For C[C@H](CO)N1C[C@H](C)[C@H](CN(C)S(=O)(=O)c2ccccc2)Oc2ncc(C#CCN(C)C)cc2C1=O the results were ARNT TACC3 PPI -4&4, EWS-Fli block -2&-3, XiGFP reactiv -1.0, DENV2 CPE rescue -1&0, CFTR F508del cor -3.3&-2.6, INS-1E GSIS act -6 and ERp5 block -5&-7.
`CN(C)C1=NCCN1CCc1cccc(F)c1` gave ARNT TACC3 PPI -5, PAX8 reporter -12, EWS-Fli block -2, XiGFP reactiv 0.0, DENV2 CPE rescue -11, CFTR F508del cor 2.2, INS-1E GSIS act 14 and ERp5 block -2.
`CC(C)Cc1oc(C(=O)O)cc1CN1CCOCC1` gave ARNT TACC3 PPI 7, PAX8 reporter 12, EWS-Fli block 1, XiGFP reactiv 0.0, DENV2 CPE rescue 2, CFTR F508del cor 1.5, INS-1E GSIS act 12 and ERp5 block -1.
Screening CCOC(=O)Cn1c(=O)n(Cc2ccc(C)cc2)c(=O)c2cccnc21 returned ARNT TACC3 PPI -8, PAX8 reporter -9, EWS-Fli block -13, XiGFP reactiv 0.2, DENV2 CPE rescue -6, CFTR F508del cor 1.5, INS-1E GSIS act 30 and ERp5 block 1.
`CC(C)NC(=O)Nc1ccc2c(c1)CC(=O)N([C@H](C)CO)C[C@@H](C)[C@@H](CN(C)C(=O)Nc1ccc(C(F)(F)F)cc1)O2` gave ARNT TACC3 PPI 4, PAX8 reporter -9, EWS-Fli block -2, XiGFP reactiv -1.1, DENV2 CPE rescue -8, CFTR F508del cor -1.2, INS-1E GSIS act -6 and ERp5 block -5.
Screening COc1ccc(CCN2C(=O)CC(NNc3ccc([N+](=O)[O-])cc3)C2=O)cc1OC (stereo not drawn) returned ARNT TACC3 PPI -1, PAX8 reporter -6, EWS-Fli block -8, XiGFP reactiv 0.0, DENV2 CPE rescue -9, CFTR F508del cor -2.5, INS-1E GSIS act 2 and ERp5 block 4.
CCN(CC)CCN(C(=O)c1ccc2c(c1)CCCC2)c1nc2ccc(OC)cc2s1 was read as PAX8 reporter 3, XiGFP reactiv 0.4, DENV2 CPE rescue -3, CFTR F508del cor -5.9, INS-1E GSIS act -53 and ERp5 block 3.
CCc1cccc(NC(=O)COC(=O)c2cc(=O)c3ccccc3o2)c1 was read as ARNT TACC3 PPI -2, PAX8 reporter 0, EWS-Fli block -26, XiGFP reactiv 0.0, DENV2 CPE rescue 2, CFTR F508del cor -0.8, INS-1E GSIS act 27 and ERp5 block -12.
Screening CCCN1C[C@@H](C)[C@H](OC)CN(C)C(=O)c2cc(NC(=O)Nc3c(C)noc3C)ccc2OC[C@@H]1C returned ARNT TACC3 PPI -12, PAX8 reporter -1, EWS-Fli block -2, XiGFP reactiv 1.2, DENV2 CPE rescue 2, CFTR F508del cor -1.1, INS-1E GSIS act 2 and ERp5 block -8.
CCOC(=O)SC1=N/C(=C\c2ccc(N(C)C)cc2)C(=O)S1 was read as ARNT TACC3 PPI 3, EWS-Fli block 1, DENV2 CPE rescue -4, CFTR F508del cor 4.0, INS-1E GSIS act 3 and ERp5 block 2.
CC(C(=O)N1CCCC1)N(C)CC(=O)Nc1cccc(F)c1 (stereo not drawn) was read as ARNT TACC3 PPI -2, PAX8 reporter -19, EWS-Fli block -7, XiGFP reactiv -0.1, DENV2 CPE rescue -4, CFTR F508del cor 4.8 and ERp5 block 2.
Screening C=CCC1(CC=C)CCCN1C(=O)C1CCC(=O)N(Cc2ccc(Cl)cc2)C1 (stereo not drawn) returned PAX8 reporter -77, EWS-Fli block -62, XiGFP reactiv -0.1, DENV2 CPE rescue 1, CFTR F508del cor -0.5, INS-1E GSIS act -35 and ERp5 block 5.
`COc1cc2c(cc1OC)CN(C(=O)c1cccc(S(=O)(=O)N3CCc4ccccc43)c1)CC2` gave ARNT TACC3 PPI 2, PAX8 reporter 53, EWS-Fli block -27, XiGFP reactiv 0.0, DENV2 CPE rescue 6, CFTR F508del cor 0.6, INS-1E GSIS act -13 and ERp5 block 22.
For O=S(=O)(CCNCc1ccco1)NCc1ccccc1 the results were ARNT TACC3 PPI -1, PAX8 reporter -19, EWS-Fli block -2, XiGFP reactiv 0.2, DENV2 CPE rescue -8, CFTR F508del cor -0.6, INS-1E GSIS act 1 and ERp5 block -2.
`C/C=C/c1cnc2c(c1)C(=O)N([C@H](C)CO)C[C@H](C)[C@H](CN(C)S(=O)(=O)c1ccccc1)O2` gave ARNT TACC3 PPI -3, EWS-Fli block 3, XiGFP reactiv -0.7, DENV2 CPE rescue 79*, CFTR F508del cor 2.1, INS-1E GSIS act -7 and ERp5 block 2.
`COc1ccccc1CN1[C@@H](CO)[C@@H]2c3ccccc3N(C(=O)C3CCCCC3)C[C@@H]21` gave ARNT TACC3 PPI -2, PAX8 reporter 20, EWS-Fli block 22, XiGFP reactiv 0.0, DENV2 CPE rescue 5, CFTR F508del cor 0.7, INS-1E GSIS act -20 and ERp5 block 3.
Screening Cc1ccc(N(C(=O)c2csnn2)C(C(=O)NC2CCCCC2)c2ccccn2)cc1 (stereo not drawn) returned ARNT TACC3 PPI 4, PAX8 reporter 17, EWS-Fli block 1, XiGFP reactiv 0.3, DENV2 CPE rescue -1, CFTR F508del cor -0.5, INS-1E GSIS act 0 and ERp5 block 0.
O=S(=O)(N[C@H]1CC[C@H](CCn2cc(-c3cccnc3)nn2)O[C@@H]1CO)c1ccccc1 was read as ARNT TACC3 PPI 0, PAX8 reporter -8, EWS-Fli block -10, XiGFP reactiv -0.3, DENV2 CPE rescue 29*, CFTR F508del cor -2.8, INS-1E GSIS act 6 and ERp5 block 4.
`CC(C)OC(=O)Cn1nc(C(c2ccccc2)c2ccccc2)oc1=O` gave ARNT TACC3 PPI -3, PAX8 reporter 25, EWS-Fli block 4, XiGFP reactiv 0.3, DENV2 CPE rescue 3, CFTR F508del cor -1.8, INS-1E GSIS act -21 and ERp5 block 3.
For COc1ccc(S(=O)(=O)N2CCCCCC2)cc1C(=O)N(C)Cc1ccccc1F the results were ARNT TACC3 PPI -1, PAX8 reporter 8, EWS-Fli block 3, XiGFP reactiv 0.2, DENV2 CPE rescue 0, CFTR F508del cor 0.1, INS-1E GSIS act -9 and ERp5 block -1.
Screening CC(=O)N1CCC2(CC1)C/C(=N\NC(=S)Nc1ccccc1C)c1cc(O)ccc1O2 returned ARNT TACC3 PPI 6, PAX8 reporter 3, EWS-Fli block -2, XiGFP reactiv 0.2, DENV2 CPE rescue 4, CFTR F508del cor -0.9, INS-1E GSIS act 4 and ERp5 block 2.
For CCc1cccc(CC)c1NC(=O)C(CC)Sc1nc2ccsc2c(=O)n1CCC(=O)O (stereo not drawn) the results were PAX8 reporter 0, EWS-Fli block -2, XiGFP reactiv 0.2, DENV2 CPE rescue 5, CFTR F508del cor -0.1, INS-1E GSIS act 19 and ERp5 block 5.
Screening C[C@@H]1[C@H](O)C[C@@]23COC(=O)C2=CCC[C@@H]3[C@@]1(C)CC/C(=C/CO)CO returned ARNT TACC3 PPI -5, EWS-Fli block -3, DENV2 CPE rescue -13, CFTR F508del cor -0.9, INS-1E GSIS act -2 and ERp5 block 0.
Screening CCOc1ccccc1C(=O)Nc1ccc(S(=O)(=O)N2CCN(C)CC2)cc1 returned ARNT TACC3 PPI -1, PAX8 reporter 18, EWS-Fli block 1, XiGFP reactiv 0.1, DENV2 CPE rescue 12, CFTR F508del cor 4.0, INS-1E GSIS act 10 and ERp5 block -1.
`COc1ccccc1N1CCN(CCCCN2C(=O)c3ccccc3C2=O)CC1` gave ARNT TACC3 PPI 2, PAX8 reporter 7, EWS-Fli block 2, XiGFP reactiv -0.1, DENV2 CPE rescue inconclusive, CFTR F508del cor 1.3 and ERp5 block 0.
`COc1ccc2[nH]cc(CCNC(C)=O)c2c1` gave ARNT TACC3 PPI -2, PAX8 reporter -5, EWS-Fli block -7, XiGFP reactiv -0.1, DENV2 CPE rescue -11, CFTR F508del cor 2.8, INS-1E GSIS act 3 and ERp5 block 0.
Screening O=C(NC12CC3CC(CC(C3)C1)C2)N(Cc1ccccc1)Cc1ccncc1 returned ARNT TACC3 PPI 0, PAX8 reporter -21, EWS-Fli block 18, XiGFP reactiv -0.1, DENV2 CPE rescue -1, CFTR F508del cor -3.4, INS-1E GSIS act -30 and ERp5 block -2.
For Cc1c(-c2ccccc2)nc2ccccc2c1C(=O)O the results were EWS-Fli block 11, DENV2 CPE rescue 7, CFTR F508del cor 1.2, INS-1E GSIS act -9 and ERp5 block -4.
`CC(C)c1ccc(N=C2NN=C(c3cccs3)CS2)cc1` gave PAX8 reporter -167, EWS-Fli block -150, XiGFP reactiv 0.1, DENV2 CPE rescue 5, CFTR F508del cor -5.9, INS-1E GSIS act 50 and ERp5 block 5.
Screening Nc1cccc(-c2cn3cccnc3n2)c1 returned ARNT TACC3 PPI 0, PAX8 reporter -17, EWS-Fli block -8, XiGFP reactiv 0.0, DENV2 CPE rescue 1, CFTR F508del cor -2.2, INS-1E GSIS act -10 and ERp5 block 7.
For N#CCCN(C(=O)COC(=O)c1ccc2c(=O)n3c(nc2c1)CCC3)c1ccc(F)cc1 the results were ARNT TACC3 PPI -2, PAX8 reporter 13, EWS-Fli block 2, XiGFP reactiv 0.1, CFTR F508del cor 2.3, INS-1E GSIS act -6 and ERp5 block -2.
For NC(=O)N/N=C/c1sc(N2CCCCC2)nc1-c1cccs1 the results were ARNT TACC3 PPI 27, PAX8 reporter -31, EWS-Fli block -57, XiGFP reactiv 0.0, DENV2 CPE rescue -13, CFTR F508del cor -3.5, INS-1E GSIS act 10 and ERp5 block 5.
Screening Cc1cc(C)cc(NC(=O)c2c(C)nc3ccccn23)c1 returned ARNT TACC3 PPI 2, PAX8 reporter -28, EWS-Fli block -22, XiGFP reactiv 0.1, DENV2 CPE rescue 1, CFTR F508del cor -1.3, INS-1E GSIS act 6 and ERp5 block 1.
CC(=O)c1ccc(N(CC(=O)NC2CCCC2)C(=O)c2csnn2)cc1 was read as ARNT TACC3 PPI -3, PAX8 reporter -11, EWS-Fli block -2, XiGFP reactiv 0.4, DENV2 CPE rescue 8, CFTR F508del cor 1.4, INS-1E GSIS act 12 and ERp5 block -2.
For COc1ccc(N(CC(=O)Nc2cccc([N+](=O)[O-])c2C)S(C)(=O)=O)cc1OC the results were ARNT TACC3 PPI -2, PAX8 reporter 7, XiGFP reactiv -0.1 and INS-1E GSIS act 22.
CCC(C)N(C(=O)COC(=O)COc1c(C)cc(C)cc1C)C1CCS(=O)(=O)C1 (stereo not drawn) was read as ARNT TACC3 PPI 3, PAX8 reporter -4, EWS-Fli block -7, XiGFP reactiv 0.0, DENV2 CPE rescue 0, CFTR F508del cor -1.5, INS-1E GSIS act 26 and ERp5 block 3.

Random excerpt: 2 compounds from above, in no set order.
For CCc1cccc(CC)c1NC(=O)C(CC)Sc1nc2ccsc2c(=O)n1CCC(=O)O (stereo not drawn) the results were PAX8 reporter 0, EWS-Fli block -2, XiGFP reactiv 0.2, DENV2 CPE rescue 5, CFTR F508del cor -0.1, INS-1E GSIS act 19 and ERp5 block 5.
CCc1cccc(NC(=O)COC(=O)c2cc(=O)c3ccccc3o2)c1 was read as ARNT TACC3 PPI -2, PAX8 reporter 0, EWS-Fli block -26, XiGFP reactiv 0.0, DENV2 CPE rescue 2, CFTR F508del cor -0.8, INS-1E GSIS act 27 and ERp5 block -12.

Random draw from the library. Share with any hit: about 4.2%.
